Assay outcomes as filed in PubChem BioAssay.
BRCA1 expr act – qHTS Assay to Identify Small Molecule Activators of BRCA1 Expression; MCF7-BRCA1-FFLuc reporter, luminescence, 48 h; response scale: scaled: vehicle 0%, 10 µM genistein 100%; Potency, µM (titrated, usually from 46.1 µM), without a hit: top-dose activation, hits mostly activators; actives 1.1% (n = 380,000); AID 624202, 2012; note: potency is the fitted concentration of half-maximal effect; nearly all actives have a fitted effect of over 80% in size; some results filed as inactive show a strong effect at the top dose
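Luminescence from a BRCA1-driven firefly luciferase in MCF7 cells was read after 48 h compound exposure at 37 C. Data normalized against DMSO and a 10microM genistein activation control, then curve-fitted across the titration.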
NPC1 promoter act – qHTS Assay for NPC1 Promoter Activators; Potency, µM (doses to about 9.22 µM), without a hit: at the highest dose activation, usual class: activators; Huh7 NPC1 promoter luciferase reporter, 24 h; actives 2.4% (n = 320,000); AID 485313, 2010;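 note: potency is the fitted concentration of half-maximal effect; % of control where 0% means no effect; nearly all actives have a fitted effect of over 60% in size; reporter is driven by a mutant NPC1 promoter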
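NPC1 promoter–luciferase Huh7 cells; 24 h compound; luminescence.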
RORgamma inh – qHTS for inhibitors of ROR gamma transcriptional activity. Nuclear receptor ROR-gamma (Mus musculus), P51450. Drosophila S2 Gal4-RORgamma UAS-luciferase reporter, 20 h. Potency, µM (doses to about 53.6 µM), for the others: at the top dose activity change, negative = inhibition, usual class: inhibitors. actives 5.4% (n = 310,000); note: potency is the fitted concentration of half-maximal effect; % is set by controls: 0 for no effect and ±100 for the full control effect; nearly all actives have a fitted effect of over 60% in size
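Drosophila S2 cells stably expressing Gal4-DBD/mouse RORγ fusion under metallothionein promoter plus UAS-luciferase; compound 1 h, then 700 uM CuSO4 induction for 20 h at ambient temperature; inhibition read as reduced luminescence.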
Tb PFK inh – qHTS Assay to Find Inhibitors of T. brucei phosphofructokinase. ATP-dependent 6-phosphofructokinase (Trypanosoma brucei brucei), O15648. T. brucei PFK, ADP-Glo luminescence. Potency, µM (series often up to 57.5 µM), without a hit: at the highest dose activity, negative = inhibition, actives largely listed as inhibitors. actives 0.17% (n = 330,000). AID 485367, 2010;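 note: potency is the fitted concentration of half-maximal effect; 0% = uninhibited 1x PFK enzyme wells and -100% = no-enzyme wells; nearly all actives have a fitted effect of over 60% in size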
Target sequence (O15648 whole entry, looked up): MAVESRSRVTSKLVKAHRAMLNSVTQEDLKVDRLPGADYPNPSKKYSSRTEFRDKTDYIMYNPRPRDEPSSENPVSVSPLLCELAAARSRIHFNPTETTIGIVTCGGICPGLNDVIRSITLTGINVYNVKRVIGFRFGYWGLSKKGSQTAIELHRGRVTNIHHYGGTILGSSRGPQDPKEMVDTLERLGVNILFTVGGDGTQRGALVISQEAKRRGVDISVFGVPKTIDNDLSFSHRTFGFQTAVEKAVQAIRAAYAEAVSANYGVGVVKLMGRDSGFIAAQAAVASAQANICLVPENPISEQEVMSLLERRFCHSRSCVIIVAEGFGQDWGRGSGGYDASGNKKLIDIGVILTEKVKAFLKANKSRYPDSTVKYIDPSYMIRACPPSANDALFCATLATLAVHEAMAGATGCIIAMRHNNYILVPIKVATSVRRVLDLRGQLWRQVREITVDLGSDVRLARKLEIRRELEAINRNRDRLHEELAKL
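In TEA buffer at pH 8.0 with 5 mM MgCl2, enzyme (1.25 nM) converted F6P (0.5 mM) and ATP (0.1 mM) for 45 min at room temperature. ADP product was read by luciferase luminescence.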
Rab9 prom act – qHTS Assay for Rab9 Promoter Activators. Huh7 Rab9 promoter-luciferase reporter, luminescence, 24 h. Potency, µM (doses to about 9.22 µM), for inactives: top-dose activation, negative = inhibition, hits mostly activators. actives 2.8% (n = 320,000). AID 485297, 2010; note: potency is the fitted concentration of half-maximal effect; % of control where 0% means no effect; nearly all actives have a fitted effect of over 60% in size
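Using Huh7 cells stably transfected with Rab9 promoter–luciferase, compounds were incubated 24 h at 37 °C, 5% CO2; luciferase luminescence was read 10 min after reagent addition.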
ELG1 genotox – qHTS screen for small molecules that induce genotoxicity in human embryonic kidney (HEK293T) cells expressing luciferase-tagged ELG1; actives 1.3% (n = 330,000); HEK293T ELG1-luciferase reporter, luminescence, 16 h; Potency, µM (series often up to 46 µM), inactives show at the top dose activity change, positive = activation, most hits filed as activators; note: potency is the fitted concentration of half-maximal effect; % of control where 0% means no effect; nearly all actives have a fitted effect of over 60% in size
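HEK293T cells expressing luciferase-tagged ELG1 were treated with compound or DMSO for 16 hr at 37°C. Luciferase activity was then read after 30 min with ONE-Glo at room temperature; rising signal flags genetic stress.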
p53 reactivation – qHTS assay for re-activators of p53 using a Luc reporter | actives 0.063% (n = 320,000) | Potency, µM (top dose mostly 92.2 µM), for the others: at the highest dose activity change, positive = activation, hits mostly activators | AID 504706, 2011 | H1299 p53-A138V BP100-luciferase reporter, luminescence, 24 h; note: potency is the fitted concentration of half-maximal effect; % of control where 0% means no effect; nearly all actives have a fitted effect of over 45% in size
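p53-null H1299 cells stably carrying temperature-sensitive p53-A138V and a BP100-luciferase reporter were pinned with compounds (4-point, 1:5 series) and held 24 hrs at 37 deg C. Luminescence was read 10 min after detection reagent.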
ELG1 repair inh – qHTS screen for small molecules that inhibit ELG1-dependent DNA repair in human embryonic kidney (HEK293T) cells expressing luciferase-tagged ELG1; HEK293T ELG1-luciferase reporter, luminescence, 16 h; DNA damage induced by 5-fluorouridine; Potency, µM (highest dose often 46.1 µM), inactives show top-dose activity change, negative = inhibition, most hits filed as inhibitors; actives 2.3% (n = 330,000); AID 504467, 2011; note: potency is the fitted concentration of half-maximal effect; % is set by controls: 0 for no effect and ±100 for the full control effect; nearly all actives have a fitted effect of over 55% in size
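HEK293T cells expressing luciferase-tagged ELG1 (2,000/well) received 5-Fluorouridine plus compound or DMSO for 16 hr at 37 °C. Luciferase was read by ONE-Glo luminescence after 30 min at room temperature.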
VP16 counter – VP16 counterscreen qHTS for inhibitors of ROR gamma transcriptional activity; Drosophila S2 Gal4-VP16 UAS-luciferase, luminescence, 20 h; Potency, µM (doses to about 53.6 µM), without a hit: at the highest dose activity, negative = inhibition, actives largely listed as inhibitors; actives 3.5% (n = 310,000); AID 2546, 2010;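 note: Gal4-VP16 expression switched on by copper sulfate through the metallothionein promoter; potency is the fitted concentration of half-maximal effect; % is set by controls: 0 for no effect and ±100 for the full control effect; nearly all actives have a fitted effect of over 50% in size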
TRPV1 ag – HTS Assay for Compounds that Act as Agonists of the Vanilloid Receptor 1; Transient receptor potential cation channel subfamily V member 1 (Homo sapiens), Q8NER1; actives 0.19% (n = 320,000); AID 540275, 2011; activation, % at 8.33 µM; TRPV1-expressing cells, Fluo-8 calcium influx, agonist mode; in the data active = activation above about 80%; inconclusive = between about 30% and that limit; note: 0% is about no effect
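Fluo-8 calcium influx in TRPV1-expressing cells, kinetic read (ex 480/em 520 nm). Compound added and read 3 min for agonist activity, followed by capsaicin at EC20 final and 2 min further read for enhancement.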
FLuc modulator – qHTS profiling assay for firefly luciferase inhibitor/activator using purifed enzyme and Km concentrations of substrates (counterscreen for miR-21 project) | Luciferin 4-monooxygenase (Photinus pyralis), P08659 | purified FLuc, Km substrates, luminescence inhibition | Potency, µM (highest dose often 57.5 µM), for inactives: at the top dose activity change, negative = inhibition, actives largely listed as inhibitors | actives 6.9% (n = 360,000) | AID 588342, 2011;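 note: potency is the fitted concentration of half-maximal effect; plate controls were vehicle for no effect and reference inhibitor for full effect; nearly all actives have a fitted effect of over 55% in size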
Target sequence (P08659 whole entry, looked up): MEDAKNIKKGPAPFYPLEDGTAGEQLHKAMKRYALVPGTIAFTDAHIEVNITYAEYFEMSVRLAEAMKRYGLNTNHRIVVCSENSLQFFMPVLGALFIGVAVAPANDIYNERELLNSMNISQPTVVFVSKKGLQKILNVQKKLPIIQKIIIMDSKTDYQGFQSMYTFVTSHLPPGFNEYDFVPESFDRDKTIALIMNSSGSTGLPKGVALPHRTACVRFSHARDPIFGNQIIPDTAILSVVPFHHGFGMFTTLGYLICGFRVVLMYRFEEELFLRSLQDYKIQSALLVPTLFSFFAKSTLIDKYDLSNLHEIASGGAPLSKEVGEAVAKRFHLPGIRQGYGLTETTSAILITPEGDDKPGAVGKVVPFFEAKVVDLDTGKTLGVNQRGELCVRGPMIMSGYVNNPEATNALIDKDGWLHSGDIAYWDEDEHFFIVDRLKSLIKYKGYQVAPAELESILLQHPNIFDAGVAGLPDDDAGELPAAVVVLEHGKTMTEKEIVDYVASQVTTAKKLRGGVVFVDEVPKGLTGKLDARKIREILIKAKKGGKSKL
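Purified P. pyralis luciferase (10nM final) with 10uM D-luciferin and 10uM ATP (Km levels) in 50mM Tris acetate pH 7.5, 10mM Mg acetate, 0.01% Tween-20, 0.05% BSA; qHTS 6-point titration, ~60 µM downward; luminescence read.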
Active calls of the source: *; ? = inconclusive; · = not tested or not shown; & = joins results of further samples; [ ] = another dose, or the depositor's remark. Unless noted, calls come from the whole dose curve; as a rule, active = well fitted curve in the direction sought with a large enough effect; inconclusive = small, poorly fitted or top-dose-only effect, or another doubt; inactive = no such curve, though single readings can be large; an effect the other way counts as inactive or inconclusive.

Fields: BRCA1 expr act | NPC1 promoter act | RORgamma inh | Tb PFK inh | Rab9 prom act | ELG1 genotox | p53 reactivation | ELG1 repair inh | VP16 counter | TRPV1 ag | FLuc modulator
Cc1ccc(S(=O)(=O)N(C)CC(=O)OCc2nnc(-c3ccccc3)o2)cc1
  8% | 24% | 11% | -9% | 10% | 4% | -6% | 12% | -4% | 0 | 2%[2.3 µM]
CC(Oc1cccc(Cl)c1)C(=O)NCCCCc1ccccc1 (centres undefined)
  -8% | -1% | 23% | -1% | 0% | 0% | 1% | 10% | -3% | ? | 0%
CCOC(=O)Nc1cc(C)ccc1OC
  -7% | -3% | 44% | 2% | 1% | 0% | -5% | 4% | -9% | 2 | 1%
CC1CCN(C(=O)c2ccc(COc3ccccc3Cl)o2)CC1
  41% | 6% | ? | -3% | -3% | 2% | 9% | 21% | 20% | 5 | ?
CC(C)CCNC(=O)c1ccc2c(SCC(=O)O)c3c(nc2c1)CCC3
  20% | 3% | 3% | 1% | 0% | 3% | 6% | ? | 0% | 8 | ?
CCN(CC)c1ccc(/C=C(/C#N)c2nc3ccccc3[nH]2)c(OC(C)C)c1
  6% | 21% | ? | 1% | ? | 17% | 4% | ? | ? | · | 2.7µM*
Cc1cc(NC(=O)CSc2nc3ccccc3n2CCC#N)no1
  -5% | 9% | -7% | -1% | 5% | 1% | -1% | 8% | 0% | 0 | -1%
CC(C)[C@H](NC(N)=O)C(=O)NCCc1ccc(Cl)cc1
  -14% | -3% | 32% | -1% | -4% | -6% | 7% | -8% | 2% | -3 | -1%
CCCS(=O)(=O)N1CCCC(C(=O)NCCCOCC)C1 (centres undefined)
  -5% | -3% | -8% | ? | 3% | 0% | 7% | 18% | 4% | 4 | 3%
O=C(CSc1nc2cc3c(cc2c(=O)n1CCC1=CCCCC1)OCO3)NCc1ccco1
  0% | 1% | -39% | 6% | -7% | 0% | 29% | 13% | 5% | 1 | 5%
COc1ccc(CNC(=O)c2cc3ccccc3o2)cc1OC
  9% | -1% | ? | 0% | -3% | -5% | 1% | ? | -7% | ? | -10%
CC1(C)CC(=O)C(C(=O)/C=C/NCCc2ccccc2)C(=O)C1
  -20% | -3% | -5% | 2% | -2% | -21% | 5% | ? | 13% | 1 | -16%
CCN1C(=O)C(CC(=O)Nc2ccc(OC)cc2)N(CCN2CCOCC2)C1=S (centres undefined)
  -16% | -3% | 21% | 0% | -2% | -3% | -2% | -5% | -12% | 5 | 1%
COc1ccc(CCNC(=O)COc2cc(C)cc3oc(=O)cc(C)c23)cc1OC
  8% | -11% | -12% | -1% | -3% | 0% | -1% | 5% | -20% | -6 | -1%
COc1cc(/C=C2\SC(=S)N(CCC(=O)NC3CCCC3)C2=O)cc(OC)c1OC
  -48% | -9% | -57% | 0% | -8% | -4% | -1% | 11% | ? | 4 | 1%
Cc1nnsc1NC(=O)OCc1ccc(C(F)(F)F)cc1
  -16% | -3% | 27% | -1% | 18% | 0% | -2% | 5% | 0% | 14 | -3%
CNC(=S)N1CCc2cc(OC)c(OC)cc2C1
  -4% | 0% | -6% | -2% | 3% | 4% | -5% | ? | 5% | 1 | 1%
COc1cccc(NC(=O)n2nc(N)cc2-c2ccc(Cl)cc2)c1
  -37% | 12% | 19% | -3% | 20% | -13% | -2% | 4% | -2% | -3 | ?
COc1ccc(S(=O)(=O)n2ccc(-c3ccc(OCCN(C)c4ccccn4)cc3)n2)cc1
  -57% | -13% | 19% | 1% | -15% | -10% | 3% | -19% | 6% | -1 | 1%
CCCCCCNC(=O)CCCCCNS(=O)(=O)c1ccc(Br)cc1
  -50% | -3% | 18% | -8% | 3% | -1% | -1% | ? | -6% | 27 | -10%
COc1ccccc1-n1cc(CN2CCN(C3CCCCC3)C(CCO)C2)cn1 (centres undefined)
  -13% | -4% | 1% | 1% | -6% | 2% | 6% | 0% | -6% | 3 | -14%
O=C(Nc1nnc(S(=O)(=O)N2CCCC2)s1)c1ccccc1Br
  0% | -3% | 43% | -3% | -1% | -3% | 6% | -2% | -10% | -2 | -19%&-9%
COc1cc(OC)c(NC2c3ccccc3C(=O)N2c2cc(C)ccn2)cc1Cl (centres undefined)
  -9% | -2% | 36% | 3% | -5% | 8% | 13% | -4% | -2% | 6 | 1%
CCCCn1cnc2c(oc3nc4c(cc32)CCCC4)c1=O
  55% | 0.63µM* | 10µM* | -3% | 0.56µM* | ? | 2% | ? | ? | -2 | 6µM*
CC1CCN(c2c(NCC3CCC(C(=O)NCc4ccccc4Cl)CC3)c(=O)c2=O)CC1 (centres undefined)
  -21% | -1% | 2% | -2% | -9% | 1% | 13% | -24% | 13% | ? | 0%
COc1ccc(CN(CC2CCC(C(=O)O)CC2)C(=S)Nc2cc(Cl)ccc2OC)cc1 (centres undefined)
  3% | -5% | ? | 1% | -3% | -3% | 3% | -30% | -9% | -5 | -18%
CCOC(=O)CSc1ccc(C(=O)N2CCN(C)CC2)cc1[N+](=O)[O-]
  -18% | -4% | 1% | -1% | 2% | 2% | 0% | 9% | -2% | -1 | 1%
CCOC(=O)c1ccc(NC(=S)NNC(C)(C)C)cc1
  55% | ? | 26% | 20% | ? | 10% | 20% | ? | -14% | -12 | -26%
O=C(Nc1cc2c(cc1Cl)OCCCO2)c1ccccc1
  84% | ? | 35% | -1% | 2.8µM* | 6.3µM* | ? | ? | 3% | 20 | 13µM*
CCc1ccc(NC(=O)CO/N=C(\C)c2cc3ccccc3o2)cc1
  -1% | -3% | -6%[10 µM] | 0% | -2% | -3% | -2% | -5% | -6% | 22 | ?
Clc1cc2c(cc1/C=N/Nc1nc(N3CCOCC3)nc(N3CCOCC3)n1)OCO2
  -1% | 0% | 24% | 2% | 0% | 0% | 4% | ? | -1% | 1 | -8%
COC(=O)CSc1nnc(Cc2cc(=O)[nH]c(=O)[nH]2)n1-c1cccc(OC)c1
  6% | -1% | -2% | 0% | -2% | -1% | 8% | 18% | -4% | -1 | -1%
Cn1ccsc1=NC(=O)c1ccccc1F
  43% | 4% | ? | -7% | 21% | -9% | 12% | ? | 14% | 8 | -1%
Cn1c([N+](=O)[O-])cnc1COC(N)=O
  5% | -6% | 3% | -6% | -3% | 9% | 5% | -16% | -13% | 2 | 10%
CS(=O)(=O)N(CC(=O)NCc1ccco1)c1ccccc1Cl
  -11% | -2% | -16% | 2% | -4% | -2% | 1% | 0% | 10% | -4 | 4%
O=C(O)CN1C(=O)C(=O)N(Cc2ccc(Cl)cc2Cl)C1=O
  -25% | -4% | -13% | -1% | -2% | -5% | 4% | 3% | -2% | 12 | -3%
O=c1cc(N2CCCCC2)nc2n1CCCS2
  35% | 1% | 1% | 0% | 9% | 2% | 13% | 10% | 2% | 1 | -12%
Cc1ccc(S(=O)(=O)N2CCN(C(=O)N3CCOCC3)C2C(C)C)cc1 (centres undefined)
  0% | -2% | -13% | 0% | -1% | -1% | -13% | -7% | -3% | 1 | 5%
COc1cc(F)ccc1S(=O)(=O)n1c(C)nc2ccccc21
  -8% | 0% | -18%[1.91 µM] | 3% | 3% | -1% | -1% | ? | -15% | 12 | -3%
O=C(NNC(=S)Nc1ccccc1)c1ccco1
  15% | 8% | -37% | 1% | 22% | 6% | 11% | 21% | 3% | -1 | -1%
Cc1nc(N2CCCCC2)c(C#N)c(C)c1[N+](=O)[O-]
  -4% | -10% | -13% | -7% | -1% | -6% | 5% | -5% | -8% | 10 | ?
Cc1cc(C)n(Cc2ccc(Cl)nc2)n1
  -9% | -1% | 5% | -5% | -2% | 8% | 0% | 11% | 4% | 2 | -2%
